Assay outcomes as filed in PubChem.
KOR beta-arrestin-1 – kappa opioid receptor blockers – cell-based, luminescence, uHTS (AID 1778) | one-dose inhibition, % at 10 µM; IC50 in µM for titrated hits | 0.091% of 290,000 active | KOR beta-arrestin recruitment, luminescence, antagonist mode; higher % means a stronger effect; note: strong numbers were not always called active
M1AAP inhibition – malaria alanyl aminopeptidase activity blockers – biochemical, fluorogenic H-Leu-NHMec substrate, 1536-well (AID 1445). recombinant M1AAP, H-Leu-NHMec fluorogenic kinetic assay; higher % means a stronger effect. 0.42% of 220,000 active. inhibition, % at 30 µM, or IC50 in µM where a hit was titrated;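 active = primary inhibition above the hit cutoff, then over 50% inhibition at one or more dose response concentrations, cut at about 23% in these data, passing the limit was not always enough; inconclusive = conflicting primary data, or primary hits not chosen for dose response; inactive = low primary inhibition, or under 50% at every dose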;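 note: plate controls were DMSO full reaction for no effect and no enzyme background for full effect; strong numbers were not always called active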
KOR beta-arrestin-2 – kappa opioid receptor activators – cell-based, luminescence, uHTS, primary screen (AID 1777) | KOR beta-arrestin recruitment, luminescence; higher % means a stronger effect | activation, % at 10 µM; hits with a dose series show EC50 in µM | 0.02% of 280,000 active; in the data active = activation above about 50%, passing the limit was not always enough; note: a part of the inactive calls stands beside numbers as strong as those of hits
NOD1 NF-kB reporter – NOD1 signaling inhibitors, primary screen, cell-based, luminescence, uHTS (AID 1578); NOD1-driven NF-kB luciferase reporter cells, luminescence; higher % means a stronger effect; 1% of 290,000 active; one-dose inhibition, % at 4 µM; EC50 in µM for titrated hits; in the data active = inhibition mostly above about 36%, no sharp cut-off; inactive = mostly below about 34%;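 note: HEK-293T reporter cells stimulated with the NOD1 agonist gamma-tri-DAP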
M17LAP inhibition – P. falciparum M17LAP inhibitors, primary screen, biochemical, fluorogenic H-Leu-NHMec substrate, 1536-well (AID 1619). one-dose inhibition, % at 30 µM; IC50 in µM for titrated hits. 0.38% of 220,000 active. recombinant M17LAP, H-Leu-NHMec fluorogenic kinetic assay; higher % means a stronger effect;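 active = compound inhibiting the enzyme by more than half at any dose during confirmatory dose-response retesting; inconclusive = strong single-dose inhibitors picked by rank but not retested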;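 note: plate controls were full reaction with DMSO carrier for no effect and no enzyme background for full effect; strong numbers were not always called active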
GPR55 beta-arrestin – selective activators of receptor GPR55 – imaging, U2OS cells, beta-arrestin-GFP redistribution, primary screen (AID 1961). U2OS GPR55 beta-arrestin-GFP redistribution imaging; higher % means a stronger effect. activation, % at 10 µM; hits with a dose series show EC50 in µM. 0.048% of 290,000 active;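 active = activation above 40% with more than 50 cells counted in the well; inconclusive = wells holding fewer than 50 cells, flagged as toxic or sparse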;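 note: U2OS osteosarcoma cells stably expressing GPR55 and beta-arrestin-GFP; plate controls were DMSO negative control for no effect and LPI positive control for full effect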
Dynein cargo inh – dynein cargo transport inhibition | 0.47% of 220,000 active | z-score, hits read low | AID 1381 | 3617.4 mouse cells, GR-EGFP nuclear translocation imaging; test concentration mostly 20 µM; stimulated with dexamethasone, 1 µM; active compounds read low;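 active = plate z-score of nuclear minus cytoplasmic receptor signal below a set negative limit, without overly bright fluorescence or cell loss, cut at about -3.5 in these data, passing the limit was not always enough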;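 note: z-score of nuclear minus cytoplasmic ring GR-EGFP intensity difference per well; some compounds called inactive have numbers as strong as hits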
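Also added – dexamethasone, 1.0 µM final · Buffer or medium – tet-free, stripped-serum medium · Schedule – induction 48 h, compound 1 h, agonist 30 min · Detection – formaldehyde fixation, Hoechst nuclear stain, 10x automated fluorescence imaging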
AID2073 – inhibitors of Mint1-CaV2.2 protein interaction, biochemical, HTRF (AID 2073) | 0.19% of 290,000 active | inhibition, % at 20 µM, or IC50 in µM where a hit was titrated | HTRF protein-protein interaction, Mint1-CaV2.2; higher % means a stronger effect; in the data active = inhibition mostly above about 51%, no sharp cut-off; inconclusive = no clear call, values can overlap the other calls; inactive = mostly below about 53%; note: some results filed as inactive read as strong as hits
NOD2 inhibition – inhibition of NOD2-driven NF-kB reporter – cell-based, luminescence, uHTS, HEK293 (AID 1566); HEK293 NOD2/NF-kB luciferase reporter, luminescence; higher % means a stronger effect; inhibition, % at 4 µM; hits with a dose series show EC50 in µM; 0.63% of 290,000 active; note: many of its hits are not listed in these tables
Dynein cargo inh cytoplasmic EGFP – second read-out of Dynein cargo inh, no call of its own (marks repeat the call); z-score; measured here: cytoplasmic GR-EGFP intensity; active compounds read high
Dynein cargo inh nuclear GR-EGFP – also measured in Dynein cargo inh; calls as there; z-score; measured here: nuclear GR-EGFP intensity;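 lower value marks the stronger effect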
Dynein cargo inh cell count – also measured in Dynein cargo inh; calls as there; z-score; measured here: cell count per field
* = called active by the depositor; ? = inconclusive; . = not tested or not shown; [ ] = dose if it differs, or a comment. Cut-off read from the data, not from the text of the source, unless noted: active = inhibition above about 50%; inactive = the rest.

SMILES	KOR beta-arrestin-1	M1AAP inhibition	KOR beta-arrestin-2	NOD1 NF-kB reporter	M17LAP inhibition	GPR55 beta-arrestin	Dynein cargo inh	Dynein cargo inh cytoplasmic EGFP	Dynein cargo inh nuclear GR-EGFP	Dynein cargo inh cell count	AID2073	NOD2 inhibition
O=C(Nc1nnc(SCc2ccc(Cl)cc2)s1)C1CCCO1 (stereo not drawn)	15%	-1%	-3.5%	-4%	12%	0.0%	-1.2	-0.31	-0.37	1.2	-10%	-14%
COc1ccc(C2SCC(=O)N2CCCN(C)C)cc1 (stereo not drawn)	-36%	2%	3.9%	9%	4%	-0.1%	0.94	-0.27	0.4	0.74	-4%	2%
CN(Cc1ccccc1)c1nc2c(c(=O)[nH]c(=O)n2C)n1CCOc1ccccc1	-8%	9%	6.5%	0%	3%	-0.2%	-0.93	-0.41	-0.29	0.065	4%	10%
COC(=O)c1sccc1NC(=S)Nc1ccc(F)cc1F	-14%[20 µM]	8%	.	-26%	2%	-0.1%	-0.38	-0.16	-0.34	-0.54	-3%	11%
COCCOc1cc(NC(=O)CS(=O)CC(=O)N(C)C)c(Cl)cc1Cl (stereo not drawn)	-4%	-3%	-3.0%	-23%	1%	-0.2%	2.3	-0.035	1.4	-2.3	-5%	13%
O=C(Nc1c(F)cc(F)cc1Br)c1cc(-c2ccc(O)cc2)on1	-14%	5%	-0.8%	-14%	-4%	-0.2%	-0.5	-0.21	-0.24	0.53	-2%	8%
O=C(Nc1ccc([N+](=O)[O-])cc1)c1cn(-c2ccccc2)nc1-c1cc2ccccc2o1	26%	0%	2.2%	-43%	-16%	-0.3%	-0.97	-0.31	-0.93	1.2	4%	-11%
Cc1nc(COc2ccccc2Cl)sc1-c1ccnc(N)n1	36%	3%	1.5%	-1%	2%	0.1%	-0.024	-0.23	0.49	-0.45	-3%	-39%
OCc1nc2ccccc2n1Cc1ccc(Cl)cc1	-36%	.	6.0%	-5%	.	-0.1%	.	.	.	.	-3%	23%
CC12CCC(C(=O)Nc3ccccc3Cl)(C(Br)C1=O)C2(C)C (stereo not drawn)	-16%	4%	-3.3%	11%	2%	-0.3%	-1.4	-0.17	-0.72	1.3	12%	26%
Fc1ccc(-c2csc(Nc3ccccn3)n2)c(F)c1	-36%	.	9.2%	-117%	.	-0.2%	.	.	.	.	-2%	-168%
Cc1ccc(CN(CC(=O)NCc2ccccn2)S(=O)(=O)c2ccccc2)cc1	-18%	.	8.5%	-7%	.	-0.1%	.	.	.	.	-3%	2%
Cc1nnc2c(NCCc3ccccc3)nc3ccccc3n12	-47%	.	-1.1%	-1%	.	-0.1%	.	.	.	.	-3%	17%
O=C1Nc2ccc(F)cc2C12SCCS2	-24%	-5%	2.7%	-16%	-14%	0.0%	0.54	-0.2	0.087	-0.051	-3%	1%
CCC12CC3CC(C1)CC(C(=O)O)(C3)C2	0%	-2%	-3.6%	-8%	6%	-0.2%	0.66	-0.23	0.8	-1.6	-2%	8%
Cc1ccccc1NC(=S)Nc1ccccc1	0%[20 µM]	.	-8.1%	-22%	.	0.0%	.	.	.	.	-2%	11%
O=C1CC(C(=O)N(c2ccccc2)C(C(=O)NC2CCCC2)c2ccncc2)CS1 (stereo not drawn)	-32%[20 µM]	2%	.	25%	29%	0.3%	-0.41	-0.12	-0.012	0.11	14%	-8%
CCOC(=O)C1CCN(C2CCN(C(=O)c3oc4c(F)cccc4c3C)CC2)CC1	4%	.	2.2%	-10%	.	-0.1%	.	.	.	.	3%	-7%
O=C(OCC(=O)N1CCc2ccccc2C1)c1cccnc1Cl	-8%	6%	-0.4%	-27%	11%	0.1%	-0.26	0.17	0.49	0.79	-2%	-9%
O=C(O)C1CN(c2nc(Cl)ccc2[N+](=O)[O-])C1	-27%[20 µM]	7%	-3.2%	-18%	5%	-0.1%	-0.49	-0.29	-0.056	1	22%	14%
O=C(CN1C(=O)COc2ccccc21)N(Cc1ccccc1)Cc1ccccn1	-12%	3%	40%	-8%	6%	0.1%	-0.66	-0.24	-0.23	0.56	-5%	-8%
COc1ccccc1NC(=O)N1CCc2[nH]c3ccc(F)cc3c2C1	-14%	4%	3.2%	14%	8%	0.2%	-0.69	-0.17	-0.55	0.64	8%	23%
O=C(CSc1ncccn1)NCc1ccccc1Cl	-21%	11%	6.8%	-9%	6%	0.6%	-0.27	-0.52	-0.28	-0.11	-6%	-31%
CC(C)C(NC(=O)c1c(F)cccc1F)C(=O)N1CCN(c2ccccc2F)CC1 (stereo not drawn)	10%	.	4.2%	7%	.	-0.1%	.	.	.	.	-5%	7%
Cc1[nH]ccc(=O)c1Oc1ncc(C(F)(F)F)cc1Cl	7%	4%	-4.4%	-27%	-4%	0.8%	0.14	-0.26	0.099	-0.25	8%	1%
CC12COC3(C(=O)Nc4ccccc4F)CC1CCC32C (stereo not drawn)	4%	2%	-5.7%	-24%	1%	0.1%	-0.2	-0.037	0.081	-1	-4%	3%
CCn1cc(/C=N/NC(=O)c2ccc3c(c2)OCO3)c(C)n1	-29%	3%	2.5%	-2%	14%	-0.1%	-0.61	-0.33	-0.23	0.67	37%	7%
C=C(C)C(=O)NNc1ccccc1	-41%	0%	0.9%	0%	-9%	0.4%	-0.41	-0.2	-0.34	0.081	-4%	-17%
O=C(COC(=O)c1cccc(C(=O)OCC(=O)c2ccc(Br)cc2)n1)c1ccc(Br)cc1	-28%	-6%	.	20%	7%	-0.1%	-0.79	0.092	-0.11	0.54	-2%	-3%
COc1ccc(C(=O)NCc2nnc(SCC(=O)N3CCOCC3)o2)cc1	27%	0%	0.4%	37%*	11%	-0.3%	1.6	-0.32	0.82	-0.55	-13%	-52%
CC(=O)c1cccc(OCc2cc(C(=O)N(C)Cc3ccc(C)o3)no2)c1	-12%	.	8.2%	-44%	.	-0.1%	.	.	.	.	20%	-11%
CCOC(=O)c1nnc(-c2cccs2)nc1Oc1ccccc1C(=O)OC	6%	6%	0.8%	32%	20%	-0.1%	-1	-0.15	-0.69	1.2	-5%	6%
Nc1cccc(Nc2ncnc3ccccc23)c1	-17%[20 µM]	.	-0.5%	3%	.	0.6%	.	.	.	.	7%	-126%
Cn1c(=O)c2c(ncn2CC(=O)OCC(=O)NC2CCCc3ccccc32)n(C)c1=O (stereo not drawn)	14%	1%	1.0%	-28%	0%	-0.2%	-1.4	-0.25	-0.52	-0.045	8%	10%
O=C(O)COc1ccccc1/C=N/NC(=O)CSc1nnc(SCc2ccc(Cl)cc2)s1	-4%	17µM*	-4.6%	-4%	28%	-0.2%	0.72	-0.22	0.94	-0.66	16%	-16%
CCN(CC(=O)NCc1ccccn1)S(=O)(=O)c1ccc(Cl)cc1	13%	-7%	0.8%	-18%	0%	-0.2%	1.5	-0.16	1.2	-0.66	-32%	13%
O=CN/C=C/c1cc(O)ccc1O	1%	6%	0.4%	2%	1%	-0.1%	0.62	-0.2	0.54	-1.4	33%	-4%
CC1CN(C(=O)COC(=O)c2ccc(S(=O)(=O)N(C)C)cc2)CC(C)O1 (stereo not drawn)	-36%	.	3.4%	-40%	.	0.2%	.	.	.	.	-4%	-14%
O=C(c1cc2ccccc2oc1=O)N(Cc1cccs1)Cc1ccccc1Cl	17%	3%	-1.8%	-40%	11%	-0.1%	-0.64	0.63	-0.037	-0.34	?	-14%
CCOc1ccc(S(=O)(=O)NN=C2CCN(C(C)=O)CC2)cc1	-19%	-2%	-1.7%	-20%	2%	-0.1%	-0.33	-0.27	0.089	-0.18	-12%	11%

A run of entries taken from the entries so far, as a working copy:
SMILES	KOR beta-arrestin-1	M1AAP inhibition	KOR beta-arrestin-2	NOD1 NF-kB reporter	M17LAP inhibition	GPR55 beta-arrestin	Dynein cargo inh	Dynein cargo inh cytoplasmic EGFP	Dynein cargo inh nuclear GR-EGFP	Dynein cargo inh cell count	AID2073	NOD2 inhibition
COc1ccc(C(=O)NCc2nnc(SCC(=O)N3CCOCC3)o2)cc1	27%	0%	0.4%	37%*	11%	-0.3%	1.6	-0.32	0.82	-0.55	-13%	-52%
CC(=O)c1cccc(OCc2cc(C(=O)N(C)Cc3ccc(C)o3)no2)c1	-12%	.	8.2%	-44%	.	-0.1%	.	.	.	.	20%	-11%
CCOC(=O)c1nnc(-c2cccs2)nc1Oc1ccccc1C(=O)OC	6%	6%	0.8%	32%	20%	-0.1%	-1	-0.15	-0.69	1.2	-5%	6%
Nc1cccc(Nc2ncnc3ccccc23)c1	-17%[20 µM]	.	-0.5%	3%	.	0.6%	.	.	.	.	7%	-126%
Cn1c(=O)c2c(ncn2CC(=O)OCC(=O)NC2CCCc3ccccc32)n(C)c1=O (stereo not drawn)	14%	1%	1.0%	-28%	0%	-0.2%	-1.4	-0.25	-0.52	-0.045	8%	10%
O=C(O)COc1ccccc1/C=N/NC(=O)CSc1nnc(SCc2ccc(Cl)cc2)s1	-4%	17µM*	-4.6%	-4%	28%	-0.2%	0.72	-0.22	0.94	-0.66	16%	-16%
CCN(CC(=O)NCc1ccccn1)S(=O)(=O)c1ccc(Cl)cc1	13%	-7%	0.8%	-18%	0%	-0.2%	1.5	-0.16	1.2	-0.66	-32%	13%
O=CN/C=C/c1cc(O)ccc1O	1%	6%	0.4%	2%	1%	-0.1%	0.62	-0.2	0.54	-1.4	33%	-4%

Only part of the results is shown; rates above refer to the full screens.
